# F508del corr: CFTR F508del correction in bronchial cells; CFBE cells, YFP halide quenching; stimulated with forskolin plus potentiator P3; % fluorescence drop versus neutral controls; activity (quench increase), % at 7.58 µM; 0.36% of 350,000 active;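 active = mean added fluorescence quench of at least 8% versus neutral control, with both replicates also reaching 8%; inconclusive = only one of the mean or replicate conditions met; inactive = mean below 8% and not both replicates reaching 8%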;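 also: cells transiently co-express mutant CFTR-F508del with the halide-sensitive YFP; corrector assay measuring rescue of mutant channel to the surface after 24 h compound exposure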
# Casp6 inh: caspase-6 (human) enzyme inhibition. inhibition, % at 12.5 µM. 0.53% of 350,000 active. purified caspase-6, Z-VEID-R110 cleavage fluorescence. P55212;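 active = mean inhibition across replicates at least about 35%, with every replicate also reaching that limit, limit read from the data; inconclusive = only one of the two criteria met; inactive = neither criterion met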;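 also: 0% = median of neutral control wells and 100% = no fluorescence left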
# Target sequence (P55212 24-179 limits assumed): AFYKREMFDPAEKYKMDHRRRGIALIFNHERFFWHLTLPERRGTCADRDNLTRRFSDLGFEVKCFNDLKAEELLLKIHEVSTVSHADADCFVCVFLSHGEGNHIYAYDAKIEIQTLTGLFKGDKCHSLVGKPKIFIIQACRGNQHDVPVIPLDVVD
# Target sequence (P55212 194-293 limits assumed): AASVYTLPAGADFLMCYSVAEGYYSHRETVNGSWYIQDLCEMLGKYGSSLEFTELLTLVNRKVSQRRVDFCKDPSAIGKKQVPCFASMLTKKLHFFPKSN
# miR122 inh: inhibitors of miR-122 in Huh7 cells; Huh7 miR-122 Renilla luciferase sensor, 48 h; neutral wells = 0, positive control = 100; activation (reporter increase), % at 12.5 µM; 0.3% of 340,000 active; AID 602342;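 active = mean replicate activation score at least 90 and every replicate individually at or above 90; inconclusive = only one of the two criteria met; inactive = neither criterion met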;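 also: higher luciferase means less miR-122 activity so hits act as miR-122 inhibitors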
# DENV2 CPE: DENV2-induced cell death inhibition. 1.7% of 350,000 active. DENV2-infected cells, cytopathic effect rescue, plate reader. CPE inhibition, % at 9.99 µM. AID 651640; in the data active = CPE inhibition above about 20%, passing the limit was not always enough; inconclusive = no clear call, values can overlap the other calls; tested in BHK-21 cells;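 also: 0% = median of neutral control wells and 100% = median of positive control wells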
# ERp5 block: blocks human ERp5 reductase activity on insulin; AID 651711; Q15084; 0.05% of 350,000 active; inhibition, % at 9.99 µM; ERp5 insulin aggregation, absorbance 650 nm, 90 min;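 active = mean replicate inhibition above about 25%, with every replicate also reaching it, limit read from the data, passing the limit was not always enough; inconclusive = only one of those two criteria met; inactive = neither criterion met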
# SIRT5 inh: inhibitors of human sirtuin-5 desuccinylase; Q9NXA8; Purified SirT5, succinyl-peptide AMC, trypsin-coupled fluorescence; inhibition, % at 15 µM; 1.1% of 330,000 active; in the data active = inhibition above about 15%; inconclusive = no clear call, values can overlap the other calls
# Target sequence (Q9NXA8 whole entry, looked up): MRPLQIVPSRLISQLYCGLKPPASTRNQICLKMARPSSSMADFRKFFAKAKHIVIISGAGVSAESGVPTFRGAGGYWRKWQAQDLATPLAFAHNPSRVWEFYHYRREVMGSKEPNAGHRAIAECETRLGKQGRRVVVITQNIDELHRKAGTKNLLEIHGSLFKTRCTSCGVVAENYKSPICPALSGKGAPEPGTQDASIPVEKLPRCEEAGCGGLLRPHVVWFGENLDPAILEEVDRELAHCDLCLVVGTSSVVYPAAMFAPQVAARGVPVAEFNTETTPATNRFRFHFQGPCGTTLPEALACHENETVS
# ERAP1 HTS inh: ERAP1 (human) enzyme inhibition; Q9NZ08; recombinant ERAP1, Leu-AMC fluorescence, 60 min; inhibition, % at 10.7 µM; 0.15% of 340,000 active;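 active = mean replicate inhibition of at least 30%, or all replicates individually reaching that 30% level; inactive = mean below 30% and not every replicate reaching it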;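 also: 0% = neutral control wells and 100% = L-leucinethiol positive control wells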
# * = called active by the depositor; ? = inconclusive; . = not tested or not shown; & = joins results of further samples; [ ] = dose if it differs, or a comment.
SMILES,F508del corr,Casp6 inh,miR122 inh,DENV2 CPE,ERp5 block,SIRT5 inh,ERAP1 HTS inh
C[C@H]1CN([C@@H](C)CO)S(=O)(=O)c2ccc(/C=C/c3ccccc3)cc2O[C@@H]1CN(C)C(=O)Nc1cccc(F)c1,4.1,-4,37[16.7 µM],8,0,-1,2
CCn1c(SCC(=O)c2c(N)n(C3CC3)c(=O)[nH]c2=O)nnc1-c1ccoc1C,3.0,-2,-8,-4,0,-3,-1
O=C(OCC(=O)N1CCC(Cc2ccccc2)CC1)c1ccccc1F,-2.8,0,.,2,7,-1,-1
Cc1cc(S(=O)(=O)Nc2ccc(C(=O)NCCCN3CCOCC3)cc2)ccc1F,-0.2,-6,.,.,-1,0,1
CCCCC(CC)C(=O)Nc1ccc(S(=O)(=O)Nc2nccs2)cc1 (configuration not stated),-1.1,6,55,0,-1,2,-1
O=C(O)c1cc(S(=O)(=O)NCC2COc3ccccc3O2)ccc1Cl (configuration not stated),-3.3,0,.,1,1,-1,-3
O=C1CC(c2ccc3c(c2)OCCO3)Oc2ccccc21 (configuration not stated),0.0,4,-4,-6,-2,4,-6
c1ccc(COC2CCCN(Cc3nc(-c4cnccn4)no3)C2)cc1 (configuration not stated),0.7,-3,-1,1,-4,-2,4
O=C(NC1CCC1)[C@@H]1[C@@H](CO)[C@@H]2Cn3c(ccc(-c4ccccc4F)c3=O)[C@H]1N2C(=O)CC1CC1,0.0,-2,-1[16.7 µM],8,1,-10,3
Cc1c(N(C(=O)c2cnccn2)C2(C(=O)NC3CCCC3)CCCCC2)c(=O)n(-c2ccccc2)n1C,1.1,-4,-9,7,-1,-5,-2
COCC(=O)N(C)C[C@H]1Oc2cc(C3=CCCC3)ccc2S(=O)(=O)N([C@@H](C)CO)C[C@H]1C,0.9,.,.,?,-1,-3,.
CCOc1cc(S(=O)(=O)NCc2cccnc2)c(C)cc1C,0.4,0,.,5,-1,-3,0
Cc1cccc(OCC(=O)NC2CCCCCC2)c1C,-0.2,-2,-1,2,2,1,-1
CN1CCN(C(=O)C[C@@H]2CC[C@@H]3[C@H](COC[C@H](O)CN3CC3CCOCC3)O2)CC1,-0.6,-2,-2[16.7 µM],7,0,-6,-2
Cc1ccnc(NC(=O)CCC(=O)N(CC(=O)NC2CCCCC2)C2CCCC2)c1,5.9,-3,-2,2,-1,-1,.
COC(=O)c1cn(-c2cccc(N)c2)nn1,-2.2,2,.,16,2,-2,-3
COc1ccc(NC(=O)Nc2ccc3c(c2)C(=O)N([C@@H](C)CO)C[C@@H](C)[C@H](CN(C)C(=O)Nc2ccccc2)O3)cc1,-1.7,0,-1[16.7 µM],3,-5,-3,0
CCOc1cc(CN2CCN(Cc3ccc(C)o3)C(CCO)C2)ccc1OC (configuration not stated),.,-2,.,5,0,4,-9
COc1ccc(CN2C(=O)CSC2c2ccncc2)cc1 (configuration not stated),0.3,-2,.,-1,.,-4,-1
Cc1ccccc1C(=O)Nc1c(-c2cccs2)c(=O)c2ccccc2n1C,0.1,-1,.,-3,4,-4,-3
C[C@H](CO)N1C[C@H](C)[C@@H](CN(C)CC2CC2)Oc2ccc(NC(=O)Cc3cn(C)c4ccccc34)cc2CC1=O,-1.7,.,-1[16.7 µM],0,-5,13,4
CC1CCN(Cc2nnnn2CCCC(=O)N(C)C2CCOC2)CC1 (configuration not stated),-0.5,0,-7,16,1,3,-1
CCN1[C@@H]2c3ccc(C4=CCCCC4)c(=O)n3C[C@@H]2[C@@H](CO)[C@@H]1C(=O)NCc1ccccn1,0.3,2,4[16.7 µM],10,4,10,-2
COC(=O)c1ccc(C2Nc3ccccc3NC3=C2C(=O)CC(C)(C)C3)cc1 (configuration not stated),-2.0,1,8,-1,0,.,5
COc1ccc(C#Cc2ccc([C@@H]3[C@@H](CO)N4CCCCN(S(=O)(=O)c5ccccc5)C[C@@H]34)cc2)cc1,-1.9,28,-8[16.7 µM],32*,-3,2,2
CCCNc1c(NC(C)=O)c(=O)oc2ccccc12,0.4,1,.,5,0,0,-3
O=C(Nc1cccc(-c2ccc(N3CCCCC3)nn2)c1)C(F)(F)F,-2.6,4,-10,-5,5,-2,4
COCCNC(=O)c1cc2c(=O)n(C)c3ccccc3c2n1C,0.3,0,-2,7,-2,-3,-1
COc1ccc(/C=N/NC(=O)c2ccccc2OCc2ccccc2)c(OC)c1,-0.2,1,5,2,5,2,1
CC1(C)C(=O)NCCN1C(=O)c1ccc2nc(Cc3ccccc3F)oc2c1,1.5,0,.,-5,2,-1,1
COc1ccc(CN(C)C(=O)C23CC4CC(CC(Cl)(C4)C2)C3)c(OC)c1OC,0.0,-2,5,-6,1,-2,-4
CCC(=O)N(C)C[C@H]1Oc2cc(C#C[C@H](C)O)ccc2S(=O)(=O)N([C@H](C)CO)C[C@@H]1C,3.3,0,1[16.7 µM],-4,3,3,4
O=C(NNc1ccccc1[N+](=O)[O-])Nc1ccc(F)cc1,-1.1,0,.,11,2,-2,1
COc1cccc(CNC(=O)C2CCCN(c3cnccn3)C2)c1 (configuration not stated),-1.1,0,29,-5,-8,3,0
COc1ccc(CN(C)C[C@@H]2Oc3ccc(NS(C)(=O)=O)cc3CC(=O)N([C@@H](C)CO)C[C@H]2C)cc1,-3.2,-1,-6[16.7 µM],18,9,-4,2
CCCC#Cc1cnc2c(c1)C(=O)N([C@H](C)CO)C[C@@H](C)[C@H](CN(C)C(=O)NCCC)O2,0.8,0,2[16.7 µM],4,-3,3,0
O=C1NC(=O)C(=Cc2ccccc2[N+](=O)[O-])S1,-0.4,67*,3,11,13,5,2
N#Cc1ccc(-c2csc(NC(=O)C3CC3)n2)cc1,3.8,-1,-7,-3,-1,-5,-1
CCCNC(=O)N1CC2(C1)[C@@H](c1ccccc1)[C@H](CO)N2Cc1ccc(F)cc1,3.8,2,.,-10,-1,5,1
CCC(=O)N1C[C@H](C)[C@@H](OC)CN(C)C(=O)c2cc(NC(=O)CC(F)(F)F)ccc2OC[C@H]1C,0.4,0,.,6,-2,0,1
O=C(Cc1ccccc1F)Nc1cc(S(=O)(=O)N2CCCC2)ccc1Cl,-1.3,-3,.,15,3,-1,0
COc1cccc(NC(=O)CN(C)C(=O)Cc2n[nH]c(=O)c3ccccc23)c1,-1.0,7,5,-4,15,-1,3
O=C(O)C1=C[C@@H](c2ccc(C(F)(F)F)cc2)C[C@@H](OCc2ccc(CO)cc2)O1,1.2&3.9,1&-2,2,3&-2,-3&2,2,10&2
O=C(OCc1cc([N+](=O)[O-])cc2c1OCOC2)c1ccccn1,0.2,1,.,-8,0,1,3
Cc1c(NC(=O)c2ccccc2F)c(=O)n(-c2ccccc2)n1C,0.7,-2,-2,2,5,-2,1
Cc1ccccc1-c1ccc([C@H]2[C@@H](CO)N3C(=O)CN(C(=O)c4ccncc4)C[C@@H]23)cc1,-0.2,3,.,-8,2,-3,-1
CC(C)(C)c1ccc(C(=O)N2CCC2(C)C(=O)NCCC#N)cc1 (configuration not stated),-1.1,0,-1,-1,4,2,1
CCN1[C@@H]2Cn3c(ccc(-c4ccc(F)cc4)c3=O)[C@H]1[C@@H](C(=O)Nc1nccs1)[C@@H]2CO,.,1,.,-11,5,-3,1
COc1ccc(S(=O)(=O)N(C)C[C@@H]2OCCCC[C@H](C)Oc3ccc(NC(=O)Nc4cccc5ccccc45)cc3C(=O)N([C@H](C)CO)C[C@H]2C)cc1,-2.6,-1,4[16.7 µM],2,0,2,-6
O=C(Nc1ccccc1C(=O)NC1CC1)c1ccc([N+](=O)[O-])o1,-5.3,28,.,-4,-6,2,1

# Part of the list above, with two lines to a compound:
# Sequence of screens – F508del corr, Casp6 inh, miR122 inh, DENV2 CPE, ERp5 block, SIRT5 inh, ERAP1 HTS inh
N#Cc1ccc(-c2csc(NC(=O)C3CC3)n2)cc1
→ 3.8, -1, -7, -3, -1, -5, -1
CCCNC(=O)N1CC2(C1)[C@@H](c1ccccc1)[C@H](CO)N2Cc1ccc(F)cc1
→ 3.8, 2, ., -10, -1, 5, 1
CCC(=O)N1C[C@H](C)[C@@H](OC)CN(C)C(=O)c2cc(NC(=O)CC(F)(F)F)ccc2OC[C@H]1C
→ 0.4, 0, ., 6, -2, 0, 1
O=C(Cc1ccccc1F)Nc1cc(S(=O)(=O)N2CCCC2)ccc1Cl
→ -1.3, -3, ., 15, 3, -1, 0
COc1cccc(NC(=O)CN(C)C(=O)Cc2n[nH]c(=O)c3ccccc23)c1
→ -1.0, 7, 5, -4, 15, -1, 3
O=C(O)C1=C[C@@H](c2ccc(C(F)(F)F)cc2)C[C@@H](OCc2ccc(CO)cc2)O1
→ 1.2&3.9, 1&-2, 2, 3&-2, -3&2, 2, 10&2
O=C(OCc1cc([N+](=O)[O-])cc2c1OCOC2)c1ccccn1
→ 0.2, 1, ., -8, 0, 1, 3
Cc1c(NC(=O)c2ccccc2F)c(=O)n(-c2ccccc2)n1C
→ 0.7, -2, -2, 2, 5, -2, 1
Cc1ccccc1-c1ccc([C@H]2[C@@H](CO)N3C(=O)CN(C(=O)c4ccncc4)C[C@@H]23)cc1
→ -0.2, 3, ., -8, 2, -3, -1
CC(C)(C)c1ccc(C(=O)N2CCC2(C)C(=O)NCCC#N)cc1 (configuration not stated)
→ -1.1, 0, -1, -1, 4, 2, 1
CCN1[C@@H]2Cn3c(ccc(-c4ccc(F)cc4)c3=O)[C@H]1[C@@H](C(=O)Nc1nccs1)[C@@H]2CO
→ ., 1, ., -11, 5, -3, 1
COc1ccc(S(=O)(=O)N(C)C[C@@H]2OCCCC[C@H](C)Oc3ccc(NC(=O)Nc4cccc5ccccc45)cc3C(=O)N([C@H](C)CO)C[C@H]2C)cc1
→ -2.6, -1, 4[16.7 µM], 2, 0, 2, -6
O=C(Nc1ccccc1C(=O)NC1CC1)c1ccc([N+](=O)[O-])o1
→ -5.3, 28, ., -4, -6, 2, 1

# The results go on:
SMILES,F508del corr,Casp6 inh,miR122 inh,DENV2 CPE,ERp5 block,SIRT5 inh,ERAP1 HTS inh
C=CCn1c(C)nnc1SCC(=O)c1[nH]c(C)c(C(C)=O)c1C,0.2,1,1,4,-2,1,-3
Cc1cc(Cl)c(C)c(S(=O)(=O)Oc2ccccc2NC(=O)CCC(=O)O)c1Cl,-1.9,10,.,-2,-2,0,0
COc1cccc(-c2nc(CCl)cs2)c1OC,2.7,-2,.,-2,-3,-2,-2
COc1ccc(CN(C)C[C@@H]2OCCCC[C@@H](C)Oc3ccc(NC(=O)CCC(F)(F)F)cc3C(=O)N([C@@H](C)CO)C[C@H]2C)cc1,1.2,-3,11[16.7 µM],3,4,1,2
NC(=NCCc1ccc(Cl)cc1)NS(=O)(=O)c1ccccc1,-1.3,-1,-2,2,-1,-2,1
COc1ccc(CC(=O)Oc2ccccc2C)cc1,-0.6,-2,-17,-1,2,-3,.
C/C(=N\NC(=O)c1ccccc1)C1C2C=CC(C2)C1(C)C (configuration not stated),-1.9,3,6,-1,-4,9,-2
O=C(Cn1c(=O)c2cccn2c2ccccc21)Nc1cc(F)ccc1F,2.3,2,6,-6,10,-2,0
C[C@H](CO)N1C[C@H](C)[C@H](CN(C)C(=O)NC2CCCCC2)OCc2ccccc2-c2c(n(C)c3ccccc23)C1=O,0.8,-1,.,13,3,0,1

# Source: PubChem BioAssay (Broad Institute)
